DT40 TDP1 no CPT: qHTS for Inhibitors of human tyrosyl-DNA phosphodiesterase 1 (TDP1): qHTS in cells in absence of CPT. Potency, µM (titrated, usually from 46.2 µM), for inactives: at the highest dose activity change, negative = growth inhibition, actives largely listed as inhibitors. 15% of 420,000 active. DT40 Tdp1-/- hTDP1 cells, no CPT, ATP luminescence, 48 h. AID 686978, 2013; note: nearly all actives have a fitted effect of over 55% in size
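Growth kinetics read by CellTiter-Glo luminescence after ≥48 hr at 37 °C. Cells: DT40 Tdp1-/- stably carrying human TDP1, 400 per well, compound exposure in the absence of CPT (DMSO vehicle).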
TDP1 inh: qHTS Assay for Inhibitors of Tyrosyl-DNA Phosphodiesterase (TDP1); recombinant TDP1, AlphaScreen DNA substrate cleavage; Potency, µM (titrated, usually from 130 µM), for inactives: at the highest dose activity change, negative = inhibition, most hits filed as inhibitors; 0.28% of 350,000 active; note: nearly all actives have a fitted effect of over 40% in size
Target sequence (Q9NUW8 whole entry, looked up): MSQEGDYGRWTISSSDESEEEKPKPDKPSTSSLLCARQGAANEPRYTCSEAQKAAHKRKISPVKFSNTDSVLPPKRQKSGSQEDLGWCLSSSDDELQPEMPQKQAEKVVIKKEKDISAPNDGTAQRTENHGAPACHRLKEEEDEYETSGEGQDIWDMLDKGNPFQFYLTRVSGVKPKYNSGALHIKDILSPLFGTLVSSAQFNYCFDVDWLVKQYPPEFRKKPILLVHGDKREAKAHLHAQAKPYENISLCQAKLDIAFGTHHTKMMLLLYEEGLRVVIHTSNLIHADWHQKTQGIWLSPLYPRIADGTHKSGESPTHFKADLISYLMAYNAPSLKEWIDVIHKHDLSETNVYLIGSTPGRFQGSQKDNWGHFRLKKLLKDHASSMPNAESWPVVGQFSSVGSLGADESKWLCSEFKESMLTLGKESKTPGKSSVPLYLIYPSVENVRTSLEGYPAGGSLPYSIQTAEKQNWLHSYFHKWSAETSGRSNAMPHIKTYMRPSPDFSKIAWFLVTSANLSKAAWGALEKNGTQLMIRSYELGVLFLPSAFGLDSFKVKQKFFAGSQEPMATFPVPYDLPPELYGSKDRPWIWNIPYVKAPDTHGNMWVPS
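Here, a 5' biotin and 3' phosphotyrosine-FITC DNA oligonucleotide reports Tdp1 activity: intact substrate bridges AlphaScreen beads, while cleavage leaves a 3' phosphate and drops signal. All incubations at room temperature.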
DT40 TDP1 CPT: qHTS for Inhibitors of human tyrosyl-DNA phosphodiesterase 1 (TDP1): qHTS in cells in presence of CPT | Potency, µM (series often up to 46.2 µM), for the others: top-dose activity change, negative = growth inhibition, hits mostly inhibitors | chicken DT40 Tdp1-/-;hTDP1 cells + 20 nM CPT, ATP luminescence, 48 h | 12% of 420,000 active; note: nearly all actives have a fitted effect of over 55% in size
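Chicken DT40 Tdp1-/- cells stably complemented with human TDP1 were seeded at 400 cells/well in medium containing 20 nM camptothecin, exposed to pin-transferred compounds, and grown at 37 °C for at least 48 hr. Viability was read as ATP luminescence.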
Active calls of the source: *; u = inconclusive; x = not tested or not shown; & = joins results of further samples; [ ] = another dose, or the depositor's remark. Calls come from the whole dose curve; as a rule, active = well fitted curve in the direction sought with a large enough effect; inconclusive = small, poorly fitted or top-dose-only effect, or another doubt; inactive = no such curve, though single readings can be large; an effect the other way counts as inactive or inconclusive. % is set by controls: 0 for no effect and ±100 for the full control effect; potency is the fitted concentration of half-maximal effect.

structure	DT40 TDP1 no CPT	TDP1 inh	DT40 TDP1 CPT
COc1ccc(OC)c(-n2nnc(-c3nc(-c4cc(OC)c(OC)c(OC)c4)no3)c2C)c1	-28.3%	2.6%	u
O=C(CCCN1C(=O)CCC1=O)Nc1ccccc1F	-2.8%	0.7%	-23.4%
O=C1c2ccccc2C(=O)N1CC1CCCO1 (configuration not stated)	-10.7%	-7.9%	-3.6%
Cc1ccc(N2CC(C(=O)NCC3CCCO3)CC2=O)cc1Cl (configuration not stated)	-14.0%	0.0%	1.1%
COc1ccc(-n2c(SCc3ccc(C#N)cc3)nnc2-c2ccccn2)cc1	-25.2%	3.1%	-11.1%
COc1ccc(C=C2SC(=O)NC2=O)cc1OC	16.4µM*	x	u
CC1CCC(N2CCN(C(=O)c3ccccc3F)CC2)CC1 (configuration not stated)	-2.9%	x	19.7%
Cc1ccc2c(c1)COc1c3ccc(C(=O)NC(C)C)cc3nn1-2	10.3µM*	5.9%	u
COCCn1c(=O)c(-c2cc(F)cc(F)c2)nc2cnc(N(C)C)nc21	5.9%	x	-11.5%
CCOc1ccc(N2C(=O)CC(Cc3cc(C)cc(C)c3)C2=O)cc1 (configuration not stated)	u	x	-6.4%
O=C(O)c1cccc2c1C(=O)c1cccc3snc-2c13	-25.7%	0.0%	-14.2%
Cc1cccc(OCc2ccc(C(=O)Nc3cc(C)on3)o2)c1	-16.1%	0.0%[0.0935 µM]	6.8%
CCOC(=O)[C@H]1[C@H]2COc3ccc(C)cc3[C@@H]2N2C(=O)c3ccc(F)cc3NC(=O)[C@@]12C	-20.3%	x	-20.3%
CCn1c(=O)c(C(=O)Nc2ncccc2O)c(O)c2ccccc21	-2.0%	x	13.2%
O=C(C1CC(=O)N(c2ccc(F)cc2)C1)N1CCCCC1 (configuration not stated)	-5.3%	11.9%	-7.0%
Cc1ccc(CNC(=O)CN(c2cccc([N+](=O)[O-])c2)S(C)(=O)=O)cc1	-23.2%	x	-6.3%
O=C(NCCN1CCCC1)c1cccc(Cl)c1	-4.6%	2.7%	20.2%
CC(C)C(=O)NC(=S)Nc1ccc(S(=O)(=O)N2CCCC2)cc1	16.4µM*	2.7%	u
O=C(NCc1ccncc1)c1csc([C@@H]2C[C@H](O)[C@@H](CO)O2)n1	-1.9%	x	-15.0%
O=C(NCCCN1CCN(Cc2ccccc2)CC1)c1nnc(Cc2c(F)cccc2Cl)o1	-29.5%	-1.9%	-11.1%
Cc1ccccc1CCN1CCCC(CN(C)CC(C)(C)C)C1 (configuration not stated)	u	x	7.3%
CCc1ccc(CNC(=O)c2ccc(NC(=O)C3=CSCCO3)cc2)cc1	-2.4%	0.3%	-1.6%
COc1ccccc1N1CCN(CCCNC(=O)c2cnn(-c3ccccc3)c2C2CCN(C(=O)OC(C)(C)C)CC2)CC1	16.4µM*	0.0%	16.4µM*
CC(/C=N/Nc1nc(N2CCCCC2)nc(N2CCCCC2)n1)=C\c1ccccc1	-24.0%	-3.1%	u
Cc1cccc(NC(=S)N2CCN(c3ccccn3)CC2)c1	u	4.7%	-3.9%
Cc1cccc(NC(=O)CSc2nnc(-c3ccco3)n2CC2CCCO2)n1 (configuration not stated)	5.6%	-6.1%	7.8%
S=C(NCC1CCCO1)Nc1ccc(Cl)cc1 (configuration not stated)	-23.4%	-1.2%	-13.4%
CCn1ncc(Br)c1C(=O)Nc1cc(C)on1	5.6%	1.4%	24.0%
CC(=O)NCCNc1nc(NCc2ccccc2)nc2ccsc12	u	x	u
CC(=O)NC(c1ccccc1)c1nc(-c2cccnc2)cs1 (configuration not stated)	-11.7%	x	-1.2%
c1csc(-c2ccc3nncn3c2)c1	-4.7%	x	u
Cc1ccccc1CN1C[C@@H]2C[C@@H](c3ccc4nsnc4c3)N3CCC[C@@]23C1=O	20.6µM*	x	u

Entries from the list above that have an aryl methoxy group:
structure	DT40 TDP1 no CPT	TDP1 inh	DT40 TDP1 CPT
COc1ccc(OC)c(-n2nnc(-c3nc(-c4cc(OC)c(OC)c(OC)c4)no3)c2C)c1	-28.3%	2.6%	u
COc1ccc(-n2c(SCc3ccc(C#N)cc3)nnc2-c2ccccn2)cc1	-25.2%	3.1%	-11.1%
COc1ccc(C=C2SC(=O)NC2=O)cc1OC	16.4µM*	x	u
COc1ccccc1N1CCN(CCCNC(=O)c2cnn(-c3ccccc3)c2C2CCN(C(=O)OC(C)(C)C)CC2)CC1	16.4µM*	0.0%	16.4µM*

The results go on.
structure	DT40 TDP1 no CPT	TDP1 inh	DT40 TDP1 CPT
C/C=C(\C)C(=O)OC1C(OC(=O)C2(C)OC2C)c2cc3ccc(=O)oc3cc2OC1(C)C (configuration not stated)	-10.9%[9.04 µM]	8.1%	14.7%[9.04 µM]
N#CC1(c2ccccc2)CCCN1C(=O)c1ccccc1Br (configuration not stated)	u	5.1%	u
O=C1NC(=O)C2(N1)c1ccccc1-c1ccccc12	0.9%	x	6.6%
COc1cc(/C=N/O)cc(Br)c1OC	-22.1%	0.0%	-23.0%
COc1ccc(C2SCC(=O)N2c2nnc(C34CC5CC(CC(C5)C3)C4)s2)cc1 (configuration not stated)	u	-5.3%	u
Cc1ccc(NS(=O)(=O)c2ccc(CCC(=O)NCc3cccnc3)cc2)cc1	-7.5%	6.0%	-9.3%
O=C(CCn1cnc2ccccc2c1=O)Nc1ccc(S(=O)(=O)N2CCCC2)cc1	10.7%	8.2%	2.6%
CCCn1nc(NC(=O)c2ccco2)c2cc3cc(C)ccc3nc21	u	12.3%	u
Cc1ccc2c(c1)N(CC(=O)NC1CCC(C)CC1)C(=O)CO2 (configuration not stated)	-4.1%	0.0%	-17.2%
COc1ccc(-n2c3c(cc(C(=O)N4CCC(C)CC4)c2=O)C(=O)CC(C)(C)C3)cc1	-1.6%	2.5%	16.1%
Nc1ccc(C2(c3ccc(N)cc3)OC(=O)c3ccccc32)cc1	3.9%	x	4.5%
Cn1c(-c2ccccc2)c(C(=O)CC#N)c2ccccc21	u	2.9%	u
O=c1c2ccccc2n2c(-c3cccc(F)c3)nnc2n1Cc1ccccc1	u	8.6%&-2.7%	-10.5%&-25.7%
COc1ccc(NC(=S)N2CCC(c3ccc(C)cc3)C2)cc1 (configuration not stated)	u	x	u
Cc1ccc(C(=O)COC(=O)c2cccc(NC(=O)c3ccc([N+](=O)[O-])cc3[N+](=O)[O-])c2)cc1	u	6.4%	u
Cc1nc2nc(COc3ccccc3)[nH]n2c(=O)c1Cl	2.9%	3.1%	-3.9%
Cc1ccc(C(=O)COC(=O)[C@@H](NC(=O)c2ccco2)C(C)C)s1	-24.7%	0.3%	5.4%
CCOC(=O)N1CCN(C(=O)COC(=O)c2ccc(S(=O)(=O)N(CC)CC)cc2)CC1	0.3%	0.2%[0.505 µM]	0.6%
COc1ccc(NC(=O)Nc2cccc3[nH]c([C@@H]4O[C@H](CO)[C@@H](O)[C@H](O)[C@H]4O)nc23)cc1OC1CCCC1	4.4%	x	-1.8%
COc1ccc(-c2nc(NC(=O)CSc3nnc(C)s3)ns2)cc1	u	3.3%	u
O=C(CN1C(=O)c2ccccc2S1(=O)=O)Nc1ccc([N+](=O)[O-])cc1	4.6%	1.5%	-13.8%
Cc1noc(C)c1-c1ccc2ncnc(N3CCOCC3)c2c1	u	x	u
CCn1c(/C=C/c2ccc(O)cc2)nc2ccccc2c1=O	25.9µM*	4.5%	u
COc1ccccc1NC(=O)C(=O)NCc1ccncc1	2.1%	-0.6%	1.8%
CCC(C)N1C(=O)S/C(=C/c2ccc3c(c2)n(C)c(=O)n3C)C1=O (configuration not stated)	23.1µM*	5.3%	23.1µM*
COCCN(C(=O)C1CCCO1)c1c(N)n(CC(C)C)c(=O)[nH]c1=O (configuration not stated)	22.6%	0.3%	-1.1%
Cc1ccccc1NC(=O)c1nn(C)c2c1CS(=O)(=O)c1ccccc1-2	u	2.2%	-5.6%
O=C(CSC(=S)N1CCCC1)Nc1ccc(Br)cc1Cl	u	-3.5%	-24.4%
COc1ccc(-c2nc(N)ncc2-c2ccccc2)c(O)c1	u	x	u
CCC(C)N(C(=O)COc1ccc(Br)cc1C=O)C1CCS(=O)(=O)C1 (configuration not stated)	u	-6.8%	-11.1%
CC(=O)N(CCC(c1ccccc1)c1ccco1)Cc1cccs1 (configuration not stated)	u	-4.0%	14.6µM*
COc1ccccc1NC(=O)c1ccc(Br)c(S(=O)(=O)N2CCCC2)c1	u	3.8%	u

Later entries:
| Molecule | DT40 TDP1 no CPT | TDP1 inh | DT40 TDP1 CPT |
| --- | --- | --- | --- |
| O=C1N=C(N2C=CC(=C3C=CNC=C3)C=C2)/C(=C/N=NC(=O)c2ccccc2O)S1 | 14.5% | 9.2% | -14.1% |
| COc1ccccc1CNC(=O)CN(C)CC(=O)Nc1cccc(F)c1 | u | 6.0% | u |
| C=CCn1c(SCc2ccc(C(=O)Nc3nccs3)cc2)nnc1-c1ccc(C)c(Cl)c1 | 23.1µM* | 4.1% | u |
| COc1cccc2sc(N(Cc3cccnc3)C(=O)COc3ccccc3)nc12 | -15.1% | 5.2% | -19.0% |
| CC(OC(=O)CN1C(=O)C2CCCCC2C1=O)C(=O)Nc1ncc(Cl)cc1Cl (configuration not stated) | -9.5% | 2.5% | -15.3% |
| CCOCCCNC(=O)C(c1ccc(C)cc1)N(Cc1ccc2c(c1)OCO2)C(=O)CNC(C)=O (configuration not stated) | 3.4% | -4.9% | 0.0% |
| CC1Cc2ccccc2N1CC(=O)c1c(N)n(Cc2ccccc2)c(=O)n(C)c1=O (configuration not stated) | u | 8.2% | -16.0% |
| COc1ccc(CCNC(=O)CN(CCc2ccccc2)S(C)(=O)=O)cc1 | -6.6% | 6.1% | 4.3% |
| CCOC(=O)N1CCN(Cc2ccc(F)cc2F)CC1 | -19.7% | -13.7% | -4.2% |
| Cc1ccccc1NC(=O)c1ccc(F)c(S(=O)(=O)N(C)Cc2ccccc2)c1 | 20.6µM* | 5.2% | u |
| Cc1ccc(Cc2c(-c3cccc(Cl)c3)nc3ccc(Cl)cn23)cc1 | u | x | u |
| Cc1ccc(CSc2nccc(-c3c(C)nc4ccccn34)n2)cc1 | 16.4µM* | 2.6% | u |
| CCC(Cc1ccccc1)NC(=O)Cn1ncc2c3ccccc3n(Cc3ccccc3)c2c1=O (configuration not stated) | 16.4µM* | 2.5% | 16.4µM* |
| Cn1c(=O)c2c(SCC(=O)N3CCCc4ccccc43)nc(C3CC3)nc2n(C)c1=O | u | -2.1% | u |
| Cn1nccc1-c1coc2c(C(=O)NCC3CCOCC3)cccc12 | 23.1µM* | x | u |
| CCOc1ccc2nc(NC(=O)C3CCN(C(=O)c4ccco4)CC3)sc2c1 | u | 15.2% | u |
| COc1nc2c(s1)C(=O)NCCC2 | 2.4% | 5.2% | -2.7% |
| COc1ccc2[nH]c(=O)c(CN(CCO)C(=O)c3ccccc3F)cc2c1 | -4.1% | 2.3% | -3.4% |
| CCc1cc2c(SCC(=O)c3ccc(Cl)s3)ncnc2s1 | u | x | u |
| Cc1nc2ccccc2n1CC(=O)OCC(=O)NCc1ccccc1 | -8.6% | -1.8% | -1.8% |
| C=CCNCCCOc1ccc(C)cc1Br | u | 2.2% | 15.8% |
| CC(CCc1ccccc1)NC(=O)[C@@H]1Cc2ccccc2CN1 (some centres not stated) | -28.2% | x | -12.4% |
| COc1ccc(/C=C/C(=O)Nc2cccc(F)c2)cc1S(=O)(=O)N1CCOCC1 | u | 2.3% | u |
| Cc1cc(C)c2c(N)c(C(=O)N3CCc4ccccc4C3)sc2n1 | 29.1µM* | -6.0% | u |
| CCOC(=O)C1(C)NC(c2ccc(OC)c(OC)c2)C2C(=O)N(CC)C(=O)C21 (configuration not stated) | -11.9% | 3.4% | -11.9% |
| COc1ccc(COCC(O)CN2CCOCC2)cc1OC (configuration not stated) | 5.6% | 3.8% | -2.1% |
| Cc1ccc(-n2nc(-c3ccco3)cc2C(=O)NCc2cccnc2)cc1 | 18.4µM* | -12.2% | u |

Source: PubChem BioAssay (National Center for Advancing Translational Sciences (NCATS))
